# aSyn yeast rescue: inhibitors of alpha-synuclein toxicity in yeast; S. cerevisiae alpha-synuclein toxicity rescue, BacTiter-Glo growth, 24 h; Potency, µM (highest dose often 46.1 µM), without a hit: top-dose growth rescue (activation), actives largely listed as activators; 94,000 compounds, 0.02% hits; AID 1347070; active = well fitted activation curve with a large enough effect; also: 0% is about no effect
#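 Growth restoration measured by BacTiter-Glo luminescence after 24 hr at 30 deg C; alpha-synuclein yeast, raffinose-pregrown to mid-log, were added at OD600=0.02 in galactose medium onto pinned compounds.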
# An asterisk follows results filed as active; [ ] = remark or other dose. Potency is read from the fitted curve at half-maximal effect.
item	SMILES	aSyn yeast rescue
1	COc1ccc(S(=O)(=O)N2CCN(Cc3ccccc3OC)CC2)cc1	4%
2	O=C(Cn1cc(S(=O)(=O)N2CCCC2)c(S(=O)(=O)N2CCCC2)c1)Nc1ccccc1	1%
3	COc1ccccc1OCCNC(=O)c1cc([N+](=O)[O-])cc([N+](=O)[O-])c1	-16%
4	Cc1nn(CCC(=O)NCc2ccc(Cl)cc2)c(=O)c2nn(-c3ccccc3)c(C)c12	-9%
5	Cc1ccccc1NC(=O)Oc1cccc(OC(=O)c2ccccc2)c1	4%
6	CC(NC(=O)C1CCN(S(=O)(=O)c2ccccc2)CC1)c1ccccc1 (configuration not stated)	1%
7	O=C(Nc1cc(Cl)ccc1Cl)C1(c2cccs2)CCOCC1	-5%
8	CCCCC(=O)OCC(=O)Nc1cccc(S(=O)(=O)NC2=NCCCCC2)c1	-3%
9	O=C(CSc1nc2c(c(=O)[nH]1)CN(Cc1ccc(F)cc1)CC2)Nc1ccccc1Cl	24%
10	CCOc1ccc(C2C(C(=O)Nc3ccc(OC)cc3)=C(C)Nc3nc(SCc4ccc(Cl)cc4)nn32)cc1 (configuration not stated)	3%
11	CC(C)N(Cc1nc(-c2ccc(Cl)cc2)no1)C(=O)c1ccc(C(C)(C)C)cc1	0%
12	OCCN1CCN(C2CCC(c3ccc(F)cc3)c3ccc(F)cc32)CC1 (configuration not stated)	-4%
13	O=C(O)c1cc(NC(=O)c2ccco2)cc(NC(=O)c2ccco2)c1	-11%
14	COc1ccc(C2=NN(C(=O)CCCC(=O)O)C(c3cn(-c4ccccc4)nc3-c3ccccc3)C2)cc1 (configuration not stated)	-52%[inhibitor]
15	CCc1ccccc1NC(=O)Nc1c[nH]c(=O)[nH]c1=O	3%
16	O=C(COc1ccc(S(=O)(=O)N2CCOCC2)cc1Cl)NCCCn1ccnc1	-9%
17	O=c1c(=O)n(Cc2ccc(Cl)cc2)ccn1Cc1ccc(F)cc1	2%
18	COc1ccc(S(=O)(=O)N2CCN(C(=O)c3ccc([N+](=O)[O-])o3)CC2)cc1	12%
19	CCCCOC(=O)c1cccnc1	5%
20	Cc1c(C(=O)NCc2ccccn2)sc2nc(-c3ccccc3)cn12	0%

# Another view of some results above:
[9] O=C(CSc1nc2c(c(=O)[nH]1)CN(Cc1ccc(F)cc1)CC2)Nc1ccccc1Cl
  aSyn yeast rescue: 24%

[10] CCOc1ccc(C2C(C(=O)Nc3ccc(OC)cc3)=C(C)Nc3nc(SCc4ccc(Cl)cc4)nn32)cc1 (configuration not stated)
  aSyn yeast rescue: 3%

[11] CC(C)N(Cc1nc(-c2ccc(Cl)cc2)no1)C(=O)c1ccc(C(C)(C)C)cc1
  aSyn yeast rescue: 0%

# (list continues)
item	SMILES	aSyn yeast rescue
21	COC(=O)c1cccc(CN2C(=O)SC(Nc3ccc(C)cc3)C2=O)c1 (configuration not stated)	10%
22	Cc1cccc2nc(COc3ccc4ccccc4c3Br)cn12	-46%[inhibitor]
23	COc1ccc(COC(=O)c2ccc(Cl)c(S(=O)(=O)N3CC(C)OC(C)C3)c2)cc1 (configuration not stated)	-1%
24	Cc1nn(-c2ccccc2)c2c1N(CCCC(=O)NCc1ccccc1)C(=O)CS2	2%
25	CCC(CC)C(=O)N1CCc2cc(OC)c(OC)cc2C1COc1ccc(C(=O)OC)cc1 (configuration not stated)	-3%
26	O=S(=O)(c1ccc(Br)cc1)c1nnn2c1nc(NCc1ccc3c(c1)OCO3)c1sccc12	-3%
27	Cc1ccc(-c2nc(C)c(CCNS(=O)(=O)c3ccc(F)c(C(F)(F)F)c3)s2)cc1	-9%
28	CCN(c1ccccc1)S(=O)(=O)c1c(-c2ccc(C)cc2)csc1C(=O)OC	-3%
29	NC(=O)N/N=C/c1ccc(-c2ccc(S(=O)(=O)Nc3ncccn3)cc2)o1	2%
30	CN(C(=O)c1cccc(Br)c1)C1CCS(=O)(=O)C1 (configuration not stated)	1%
31	CCOc1cc(C(=O)NCc2ccc3c(c2)CCN3C(=O)CC)cc(OCC)c1OCC	3%
32	Cc1ccc(Cn2c(CN3CC(C)OC(C)C3)nc3c2c(=O)n(C)c(=O)n3C)cc1 (configuration not stated)	-2%
33	COC(=O)c1nnn(-c2cccc(Cl)c2)c1C(=O)OC	5%
34	COC(=O)Cn1c(CN2CCc3ccccc3C2)nc2c1c(=O)n(C)c(=O)n2C	2%
35	COc1ccc(-c2cc(C(F)(F)F)c(C#N)c(SCC(=O)O)n2)cc1	8%
36	O=C(c1ccc2c(Cl)c3c(nc2c1)CCCC3)N1CCN(c2ccccc2)CC1	1%
37	O=C(Nc1ccc(Cl)c(C(F)(F)F)c1)c1cc2nc(-c3ccc4c(c3)OCO4)cc(C(F)(F)F)n2n1	-5%
38	CSc1ccccc1NC(=O)CCS(=O)(=O)c1nc(-c2ccc3c(c2)OCO3)cc(C(F)(F)F)n1	0%
39	Cc1ccc(-c2cccc(OC(=O)c3ccccc3F)c2)cc1	-2%
40	Cc1ccc2oc(C(=O)Nc3ccc(S(=O)(=O)Nc4ncccn4)cc3)cc(=O)c2c1	-6%
41	Cc1noc(Cn2c(=O)c3cc4c(cc3n(CC(=O)Nc3cccc(Cl)c3)c2=O)OCO4)n1	2%
42	CN(C)c1ccc(Nc2ncnc3c2c(-c2ccccc2)cn3-c2cccc(Cl)c2)cc1	-5%
43	CCC(=O)N1CCc2cc(S(=O)(=O)NC(Cc3ccccc3)C(=O)O)ccc21 (configuration not stated)	-2%
44	COc1ccc(-c2cc3nc(-c4ccc(Br)cc4)cc(C(F)(F)F)n3n2)cc1	-3%
45	O=c1oc2ccc3ccccc3c2cc1-c1nnc(Nc2cccc(C(F)(F)F)c2)s1	-9%
46	CC(CNC(=O)c1ccc(CSc2nc3ccncc3n2Cc2ccccc2)cc1)c1ccccc1 (configuration not stated)	-12%
47	COc1ccc(-c2cc3nc4n(c(=O)c3s2)CCCCC4)cc1	2%
48	Cc1ccc(NC(=O)CN2C(=O)CCn3nc(-c4cccn4C)cc32)c(Cl)c1	3%
49	Cc1nn(-c2ccc(N3CCCCC3)nn2)c(C)c1CCC(=O)Nc1cccc(F)c1	0%
50	CC(C)OC(=O)/C(C#N)=C/c1cn(C)c2ccccc12	10%
51	Nc1nnn(-c2ccccc2)c1-c1ccccc1	12%
52	COC(=O)c1cc2oc3ccccc3c2n1CC(=O)Nc1ccc(C)cc1Cl	-12%
53	COc1ccc(-c2onc(C)c2C)cc1S(=O)(=O)Nc1ccc(OC(F)(F)F)cc1	2%
54	COc1ccc(-c2cc(C(C)=O)c(C)n2CCC(=O)Nc2cc(Cl)ccc2C)cc1	2%
55	CC(C)CCSc1nnc(Cn2c(=O)sc3ccccc32)n1C	-12%
56	CC(C)NC(=O)Nc1ccc2c(c1)C(=O)N([C@H](C)CO)C[C@H](C)[C@@H](CN(C)Cc1ccc(C(F)(F)F)cc1)OCCCC[C@H](C)O2	1%
57	CC1CCc2onc(C(=O)N3CCN(c4cccc(C(F)(F)F)c4)CC3)c2C1 (configuration not stated)	-23%
58	O=S(=O)(Nc1cccc(-c2ccc(N3CCCC3)nn2)c1)c1ccccc1C(F)(F)F	10%
59	O=C(COCc1cc(-c2ccc3c(c2)OCO3)on1)Nc1cc(C(F)(F)F)ccc1Cl	-2%
60	CC(C)c1ccc(NC(=O)Cn2nnc(C(=O)NCc3ccc(Cl)cc3)c2N)cc1	0%
61	CC1CCCN(CCCN2C(=O)C3C(C(=O)Nc4ccc(Cl)cc4)C4C=CC3(O4)C2C(=O)NC2CCCCC2)C1 (configuration not stated)	1%
62	Cc1ccccc1N(C(=O)c1snc(C(N)=O)c1N)C(C(=O)NCc1ccccc1)c1ccc(O)cc1 (configuration not stated)	-21%
63	CCO/N=C(/C)c1c(O)cc(-c2ccccc2)n(-c2ccccc2)c1=O	6%
64	CCc1ccccc1NC(=O)c1oc(=O)c2ccccc2c1-c1ccccc1	10%
65	O=C(Nc1ccc(F)c(F)c1)c1ccc(=O)n(Cc2ccc(F)cc2)c1	5%
66	CCOc1ccc(C(=O)Nc2ccc3c(c2)OCCO3)cc1[N+](=O)[O-]	0%
67	COc1cc(OC)nc(NC(=O)NS(=O)(=O)c2ccccc2Cl)n1	8%
68	Cc1ccc(S(=O)(=O)N(C)C)cc1NC(=O)COC(=O)C1CC1	4%
69	CNC(=O)c1nnsc1S(=O)c1ccc(Cl)cc1 (configuration not stated)	-37%[inhibitor]
70	CC1=C(C(=O)Nc2cccnc2)C(c2ccc(Cl)cc2)n2nc(SCc3ccccc3)nc2N1 (configuration not stated)	2%
71	CCNc1nc(Oc2ccc(C(=O)OC)cc2)nc(N2CCOCC2)n1	-2%
72	COc1cccc(CNC(=O)C2=C(C)C(=O)OC23CCCCCC3)c1	1%
73	CCCN(CC(=O)Nc1ccccc1C)C(=O)c1cc2ccccc2oc1=O	3%
74	CC(=O)Nc1ccc(NC(=O)C(C)OC(=O)c2ccccc2NS(=O)(=O)c2cccs2)cc1 (configuration not stated)	-17%
75	COc1ccc(CC(=O)OCC(=O)Nc2ccc3c(c2)OCO3)cc1	5%
76	CCOC(=O)N1CCN(c2cc(=O)n(-c3ccc(Br)cc3)c(=O)[nH]2)CC1	2%
77	Cc1ccc(S(=O)(=O)NCc2nc3cccnc3n2Cc2ccccc2Cl)c(C)c1	7%
78	CCOCCCNC(=O)c1ccc2c(c1)N(Cc1ccccc1)C(=O)CS2=O (configuration not stated)	7%
79	CC(=O)Nc1ccccc1-c1nc2ccccc2n(C(C)C(=O)Nc2ccccc2C(F)(F)F)c1=O (configuration not stated)	-9%
80	CCCN(CCC)C(=O)Cn1c2ccccc2c2nc(=O)cc(C)n21	2%

# Grouped by structure: those above containing a nitro group on carbon
item	SMILES	aSyn yeast rescue
3	COc1ccccc1OCCNC(=O)c1cc([N+](=O)[O-])cc([N+](=O)[O-])c1	-16%
18	COc1ccc(S(=O)(=O)N2CCN(C(=O)c3ccc([N+](=O)[O-])o3)CC2)cc1	12%
66	CCOc1ccc(C(=O)Nc2ccc3c(c2)OCCO3)cc1[N+](=O)[O-]	0%

# Next entries follow.
item	SMILES	aSyn yeast rescue
81	Cc1ccccc1N(C(=O)c1csnn1)C(C(=O)NC(C)(C)C)c1cccs1 (configuration not stated)	-3%
82	CC(=O)c1ccc(Oc2nc(C)nc3c2oc2ccccc23)cc1	2%
83	COc1ccc(CC(=O)Nc2cc(S(=O)(=O)N3CCCCC3)ccc2C)cc1OC	-9%
84	CC(Sc1nnc(-c2ccncc2)n1C)C(=O)NCC(=O)Nc1ccc(F)c(F)c1F (configuration not stated)	-1%
85	CCN(CC)CCNC(=O)C1CCCN(c2ncnc3onc(C)c23)C1 (configuration not stated)	9%
86	Cc1ccc(Cn2c(CNC(=O)c3cccc(C)c3)nc3ccccc32)cc1	0%
87	Cc1ccc(NCc2ccccc2-c2nnc(-c3ccccc3Cl)o2)cc1Cl	-7%
88	Cc1ccc(S(=O)(=O)c2[nH]c(-c3ccccc3)nc2SC(C)C(=O)O)cc1 (configuration not stated)	6%
89	CCOc1ccc(C(C(=O)NC2CCCC2)N(C(=O)CNC(=O)c2ccco2)c2cccnc2)cc1 (configuration not stated)	-8%
90	Cc1ccc(OCC(=O)NNC(=S)NC(=O)C(C)(C)C)c(Br)c1	-10%
91	Cc1[nH][nH]c(=O)c1C(c1cc2c(cc1Br)OCO2)c1c(C)[nH][nH]c1=O	18%
92	COc1cc(C(=O)Nc2ccc(OCc3cc(=O)n4cc(C)sc4n3)cc2)cc(OC)c1OC	-5%
93	CCN(c1ccccc1)S(=O)(=O)c1nnc(NC(=O)C(C)(C)C)s1	4%
94	Cc1ccc(S(=O)(=O)Nc2cc(=O)[nH]c(SCC(=O)Nc3cccc(C)c3)n2)cc1	6%
95	Cc1ccc(C)c(CN2C(=O)c3ccccc3S(=O)(=O)c3ccc(C(=O)N4CCCCCC4)cc32)c1	5%
96	CC(=O)c1cc2c(cc1N/C(=N/S(=O)(=O)c1ccc(Br)cc1)c1ccccc1)OCO2	-5%
97	COc1ccc(C2c3c(n(C)c4ccccc34)C(=O)N2CC(=O)Nc2ccc(Cl)cc2)cc1 (configuration not stated)	-7%
98	COc1ccc(S(=O)(=O)N2CCN(c3ccccc3OC)CC2)cc1-c1noc(C)n1	-16%
99	CN(C(=O)c1ccccc1C(=O)OCC(=O)Nc1ccc(S(N)(=O)=O)cc1)c1ccccc1	-3%
100	COc1ccc(CNC(=O)CCc2c(C)nc3c(c(C)nn3-c3ccccc3)c2C)cc1	4%
101	COc1ccc(NC(=O)[C@H]2O[C@@H]3OC(C)(C)O[C@@H]3[C@H]3OC(C)(C)O[C@H]32)c(OC)c1	-8%
102	Cc1cc(C)cc(NC(=O)CNS(=O)(=O)c2ccc3nc(C)sc3c2)c1	-7%
103	Cc1ccc(S(=O)(=O)N(CC(=O)N2CCc3ccccc3C2)c2ccc(C)c(C)c2)cc1	7%
104	Cc1nn2c(=O)cc(COC(=O)CNC(=O)c3ccc(F)cc3)nc2s1	-5%
105	CCOc1ccccc1NS(=O)(=O)c1c(C)nc2sccn2c1=O	0%
106	CN(Cc1ccccc1)C(=O)C1CCC(CNS(=O)(=O)c2ccc3c(c2)CCCC(=O)N3)CC1 (configuration not stated)	1%
107	Cc1cc(-c2ccc(S(=O)(=O)N3CCN(c4ccc(Cl)cc4)CC3)s2)on1	-2%
108	CCCc1cc(N2CCN(c3ccc(OC)cc3)CC2)n2cnnc2n1	2%
109	CCOc1ccc(NC(=O)c2cc3c(=O)n(C)c4ccccc4c3n2C)cc1	2%
110	Cc1cccc(-n2c(=O)c3ccccc3n(Cc3ccccc3C#N)c2=O)c1	1%
111	O=C1CCc2cc(S(=O)(=O)NC(C(=O)Nc3cccc(F)c3)c3ccccc3)ccc2N1 (configuration not stated)	-1%
112	C/C(N)=C(/C#N)C(=O)CSc1nncn1-c1ccccc1	-8%
113	CCc1nnc(NC(=O)c2nc(SCc3ccccc3F)ncc2Cl)s1	15%
114	Cc1ccc(Nc2sc(C(=O)c3ccccc3)c(N)c2C(=O)Nc2ccc(Cl)cc2)cc1	6%
115	Cc1ccc(Nc2nc(N/N=C\c3ccc4c(c3)OCO4)nc(N3CCOCC3)n2)cc1	-3%

# Bioassay records from PubChem.

# The list is partial. The share of hits here may be higher or lower than overall.
